GAA glycogen mod = alters human alpha-glucosidase cleavage of glycogen; P10253; actives 0.38% (n = 300,000); Potency, µM (top dose mostly 76.4 µM), for the others: at the highest dose activity change, negative = inhibition, most hits filed as inhibitors; recombinant GAA, glycogen substrate, Amplex Red glucose oxidase fluorescence; active means well fitted inhibition curve with a large enough effect; inconclusive means small, poorly fitted or top-dose-only effect, or another doubt; inactive means no such curve, though single readings can be large or run the other way;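 further: 0% = full enzyme reaction and -100% = no-enzyme basal signal; the screen sought inhibitors and activators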
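Recombinant enzyme (4 nM final) with compounds titrated up to 77 uM and bovine liver glycogen (30 ug) in citrate pH 5.0, 0.01% Tween-20, 37 C 40 min. Released glucose detected by Amplex Red/glucose oxidase (Ex 573/Em 610); AC50 from Hill fits.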
* = called active by the depositor; u = inconclusive; & = joins results of further samples; [ ] = dose if it differs, or a comment. Potency means the concentration at half of the fitted maximal effect. These rows are one share of the data; count on the stated rates, not on these rows.

GAA glycogen mod | Molecule
-1.7%[76.3 µM] | O=C(CN(C(=O)C1CSC(=O)C1)c1ccc(F)cc1)NCc1ccc2c(c1)OCO2 (stereo not drawn)
11.4%[76.3 µM] | COc1cccc(-n2c(-c3ccc(C)cc3)cc3c2CC(C)(C)CC3=O)c1
7.7%[76.3 µM] | Cc1nn(CC(=O)N2CCC(C)CC2)c(=O)c2cc3occc3n12
0.8%[76.3 µM] | CSc1nc2sc3c(c2c(=O)n1-c1ccc(F)c(Cl)c1)CCN(C(C)=O)C3
-7.6%[76.3 µM] | COc1cc(Cl)c(C)cc1NC(=O)Cn1cc(S(=O)(=O)N2CCC(C)CC2)c2ccccc2c1=O
-1.2%[76.3 µM] | COc1ccc(C(=O)Nc2c(N)nc(SCC(=O)c3ccccc3)[nH]c2=O)cc1
-0.8%[76.3 µM] | O=C(Nc1ccccc1C(=O)NCCCN1CCOCC1)c1ccc(Cl)cc1
-16.5% | COC(=O)/C=C1\SC(=NC(=O)c2ccc(OC)cc2)NC1=O
10.6% | O=C(COc1ccc2c(c1)OCO2)Nc1ccc(Cl)cn1
-4.0%[76.3 µM] | CC(=O)N1N=C(c2ccc(C)cc2)CC1c1cn(-c2ccccc2)nc1-c1cccs1 (stereo not drawn)
-13.1% | Cc1cc(/C=C(\C#N)C(=O)NCc2ccccc2)cc(C)c1O
4.8%[76.3 µM] | CC(C)CCNC(=O)c1onc(CSc2nc3ccccc3[nH]2)c1C(=O)NCCC(C)C
2.2% | COc1ccc(CCNC(=O)c2cc3c(=O)n4cccc(C)c4nc3s2)cc1OC
0.6%[76.3 µM] | Cc1cccc(N2CCN(C(C)C(=O)N3CCc4ccccc43)CC2)c1C (stereo not drawn)
-29.4%[76.3 µM] | COc1ccc(NC(=O)N(Cc2ccco2)C2CCN(C(C)=O)CC2)c(OC)c1
4.0%&-2.3%[76.3 µM] | COc1ccc(C)cc1NC(=O)CN1C(=O)COc2ccc(S(=O)(=O)N3CCCCCC3)cc21
-8.1%[76.3 µM] | Cc1nnc(SCC(=O)NC(C)(C)C)n1NCc1ccc(N(C)C)cc1
-1.1%[76.3 µM] | COc1ccc([N+](=O)[O-])cc1N(CC(=O)Nc1ccccc1C(=O)N1CCOCC1)S(C)(=O)=O
-4.8%[76.3 µM] | Nc1nc(SCC(=O)N2CCN(c3ccccc3)CC2)n[nH]1
-2.0% | O=C(NCC1COc2ccccc2O1)c1ccc(Br)s1 (stereo not drawn)
u | COc1ccc(NC2CCCN(C(=O)CSc3ccccc3)C2)cc1OC (stereo not drawn)
u | CC(=O)Nc1ccc(S(=O)(=O)c2cc(O)ccc2O)cc1
0.4%[76.3 µM] | Cc1ccc(C)c(NCC(=O)c2ccc(Cl)cc2)c1
6.1% | NS(=O)(=O)c1ccc(NC(=O)c2cc(-c3cc(Cl)ccc3O)n[nH]2)cc1
0.1% | c1cc[n+](CCC[n+]2ccccc2)cc1
1.7% | CCN(CC)c1ccc(C=Nc2cccnc2Cl)c(O)c1
-29.0%[76.3 µM] | CCOc1ccc(CCNC(=O)c2cn(C)c3ccc(S(=O)(=O)N4CCCCC4)cc3c2=O)cc1OCC
-11.0%[76.3 µM] | CC(C)CCNC(=O)c1cccc(Nc2nc3ccccc3n3nnnc23)c1
-6.7% | COC(=O)C1=CNC=C(C(=O)OC)C1c1cccc2ccccc12
-16.2%[76.3 µM] | CCc1cc2c(cc3c(=O)n(CC(=O)N4CCN(C)CC4)ncn32)s1
-12.6%[76.3 µM] | COc1cccc(NC(=O)Nc2nc(SC(C)(C)C)ns2)c1
6.3%[76.3 µM] | CC(=O)Nc1ccc(S(=O)(=O)N2CCN(c3ncccn3)CC2)cc1
-2.9% | CCN(CC)C(=O)CSc1nc2c(sc(=S)n2-c2ccccc2)c(=O)n1-c1ccc(OC)cc1OC
25.9%[76.3 µM] | O=C(CCC(=O)N1CCOc2ccccc21)NCCc1ccccc1
12.4%&5.5%[76.3 µM] | CC1CCCCN1C(=O)CCS(=O)(=O)c1cc2c(cc1Cl)NC(=O)CO2 (stereo not drawn)
-4.4%[76.3 µM] | COc1ccc(NC(=O)c2c(N)cnn2C)cc1
-1.5%[76.3 µM] | COc1cccc(CNC(=O)CCNC(=O)C2CCN(S(=O)(=O)c3ccccc3)CC2)c1
-10.0% | O=C(Nc1ccc2ccccc2n1)c1ccc(Cl)cc1
-19.8%[76.3 µM] | COc1ccc(OC)c(CNC(=O)C2CCCN(S(=O)(=O)N3CC(C)CC(C)C3)C2)c1 (stereo not drawn)
-5.7%[76.3 µM] | COCc1cc(C)nc(SCC(=O)Nc2ccc(N3CCOCC3)cc2)c1C#N
-11.7%[76.3 µM] | COc1ccc(C2C=C(c3ccc(Cl)cc3)Nc3nc(NC(=O)CCC(=O)O)nn32)cc1 (stereo not drawn)
-6.7% | Cn1c(SCC(=O)Nc2ccc(NC(=O)c3ccccc3F)cc2)nnc1-c1ccncc1
-2.3%[76.3 µM] | COc1ccc(-c2oc3ccccc3c2C(=O)OCc2ccc(O)cc2)cc1
4.9% | O=C(O)c1ccc(Cl)c(S(=O)(=O)Nc2ccc(OCc3ccccc3)cc2)c1
-8.8%[76.3 µM] | O=C1C(c2ccccc2)NC(=S)N1C1CCCCC1 (stereo not drawn)
11.3%[76.3 µM] | O=C(CCC(=O)N1CCOc2ccccc21)NCc1cccs1
7.3% | CC(C)(C)C(=O)N1CCN(c2ccc(NC(=O)c3ccc4c(c3)OCCO4)cc2)CC1
-14.8%[76.3 µM] | CC(C)/C=C/C(=O)N1CCCC(N2CCN(c3ccccc3F)CC2)C1 (stereo not drawn)
-17.5%[76.3 µM] | CC(C)Oc1ccc(CNC(=O)c2ccc3nc(SCc4ccc(F)cc4)n(C)c3c2)cc1
-2.3% | Cc1ccccc1N(C(=O)c1ccco1)C(C(=O)NC1CCCC1)c1cccnc1 (stereo not drawn)
-6.9%[76.3 µM] | COc1ccccc1C(CNC(=O)c1ccc(NS(=O)(=O)c2ccc(F)c(C)c2)cc1)N(C)C (stereo not drawn)
-11.8% | COc1cccc(CN2C(=O)C(C)N(C(=O)c3c(F)cccc3F)c3ccccc32)c1 (stereo not drawn)
-10.8%[76.3 µM] | COc1ccccc1C(=O)NCCC(=O)Nc1cccc(C)n1
4.0%[76.3 µM] | O=[N+]([O-])c1ccccc1S(=O)(=O)Nc1nc2ccccc2s1
-6.2% | O=C(NC(=S)Nc1ccccc1)c1cccs1
7.9% | COc1ccc(C(=O)Nc2cc3c(cc2C(=O)O)OCCCO3)c(OC)c1
-3.9% | Cc1[nH]c2ccccc2c1/C=N/NC(=O)c1cccc(Br)c1
-14.5%[76.3 µM] | Cc1ccc(C)c(CN2C(=O)c3ccccc3S(=O)(=O)c3ccc(C(=O)Nc4ccccc4C(F)(F)F)cc32)c1
0.8%[76.3 µM] | CC1=C(C(=O)OC2CCCC2)C(c2c(Cl)cccc2Cl)CC(=O)N1 (stereo not drawn)
3.5% | CC(=O)N(Cc1ccc(Cl)cc1)c1cnccn1

Taken from above.
Value of Cc1ccc(C)c(CN2C(=O)c3ccccc3S(=O)(=O)c3ccc(C(=O)Nc4ccccc4C(F)(F)F)cc32)c1 under GAA glycogen mod: -14.5%[76.3 µM]
Value of COc1ccc(C2C=C(c3ccc(Cl)cc3)Nc3nc(NC(=O)CCC(=O)O)nn32)cc1 (stereo not drawn) under GAA glycogen mod: -11.7%[76.3 µM]
Value of O=C(CCC(=O)N1CCOc2ccccc21)NCc1cccs1 under GAA glycogen mod: 11.3%[76.3 µM]
Value of Cc1[nH]c2ccccc2c1/C=N/NC(=O)c1cccc(Br)c1 under GAA glycogen mod: -3.9%

Following part.
GAA glycogen mod | Molecule
2.7% | O=c1[nH]c2ccccc2cc1CN(CC1CCCO1)S(=O)(=O)c1ccccc1 (stereo not drawn)
1.8% | CCC(C)NC(=S)Nc1ccc2nc(N3CCOCC3)cc(C)c2c1 (stereo not drawn)
-3.1%[76.3 µM] | COc1ccc(NC(=O)c2oc3ccccc3c2NC(=O)C23CC4CC(CC(C4)C2)C3)cc1
6.2%[76.3 µM] | O=C(NCc1ccccn1)c1cc(S(=O)(=O)N2CCCCCC2)ccc1Cl
u | COc1ccc(C(=O)NNS(=O)(=O)c2ccccc2)cc1OC
8.1%[76.3 µM] | Cc1oc(-c2ccccc2Cl)nc1CSc1nc2ncccc2[nH]1
12.3%[76.3 µM] | Oc1ccc(Cl)cc1CNc1cccc2cccnc12
9.9%[76.3 µM] | COc1cc2[nH]c(=O)n(Cc3ccc(C(=O)NCc4ccc(C)cc4)cc3)c(=O)c2cc1OC
4.9%[76.3 µM] | Cc1cc(OC(C)C(=O)N(Cc2ccco2)Cc2ccco2)cc(C)c1Cl (stereo not drawn)
u | CCOc1ccc2c(c1)c(=O)c(C(=O)c1ccc(CC)cc1)cn2CC(=O)Nc1ccc2c(c1)OCCO2
7.2%[76.3 µM] | O=C(Cc1ccccc1)Nc1sc2c(c1C(=O)Nc1ccc(Cl)cc1)CCCC2
-8.7% | CCOc1ccccc1N(CC(=O)NCCSc1ccccn1)S(=O)(=O)c1ccccc1
-2.7% | CCCCN(C)CCNC(=S)Nc1ccc2nc(N3CCN(CC)CC3)cc(C)c2c1
3.6%[76.3 µM] | O=C(Cn1c(=O)n(Cc2cccs2)c(=O)c2cccnc21)Nc1ccc(F)cc1
-2.5%[76.3 µM] | COc1ccc(CC(NC(C)=O)C(=O)NC2CCN(C(=O)C3CCCCC3)CC2)c(OC)c1 (stereo not drawn)
-9.1%[76.3 µM] | Cc1ccc(Cn2c(N3CCN(CCO)CC3)nc3c2c(=O)n(C)c(=O)n3C)cc1
-4.5%[76.3 µM] | CCOc1ccc(-c2nn(-c3ccc(F)cc3)c3c2cnc2ccc(F)cc23)cc1
5.6%[76.3 µM] | CCc1ccc2oc(C(=O)NCC(c3ccc(OC)cc3)N3CCCCC3)c(C)c2c1 (stereo not drawn)
-2.5%[76.3 µM] | O=Cc1c(NCc2ccc(F)cc2)c2ccccc2[nH]c1=O
-22.3%[76.3 µM] | CCCOc1ccc(CN2C(=O)C(=O)c3cccc(C)c32)cc1
4.1% | OC(CN1CCCCC1)Cn1c2ccc(Cl)cc2c2cc(Cl)ccc21 (stereo not drawn)
-0.7%[76.3 µM] | CCC(=O)c1ccc(OCC(O)Cn2nc(C)c(Br)c2C)cc1 (stereo not drawn)
-0.3% | C[C@@H]1CCC2[C@](C)(CO)[C@@H](O)CC[C@]2(C)[C@@]12CCC(CO)(CCO)O2 (stereo partly drawn)
19.7%[76.3 µM] | COc1cc(OC)c(C(=S)N2CCCC2)cc1OC
3.4%[76.3 µM] | Cc1ccc2c(c1)c(=O)c(S(=O)(=O)c1ccc(C)c(C)c1)cn2CC(=O)Nc1ccccc1
-2.6%[76.3 µM] | CCOc1ccc2oc(C(=O)N3CCN(c4ccccn4)CC3)c(C)c2c1
5.4%[76.3 µM] | COc1cccc(CNC(=O)CSc2ccc(-c3sc(-c4ccccc4)nc3C)nn2)c1
-9.2%[76.3 µM] | O=C(Nc1c(C(=O)c2ccc(F)cc2)oc2ccccc12)c1cc(-c2ccccc2)on1
12.7%[76.3 µM] | Cc1c2cnn(-c3ccccc3)c(=O)c2c(C)n1CC(=O)NCc1ccccc1
8.1%[76.3 µM] | CC(C)Cc1ccc(CN2CCCC(NC(=O)c3ccoc3)C2)cc1 (stereo not drawn)
-7.4%[76.3 µM] | COc1cc(NC(=O)Cn2ccc3ccccc3c2=O)cc(OC)c1OC
0.5% | Cc1ccc(C(=O)N/C(=C\c2ccc(F)cc2)C(=O)NCCN2CCOCC2)cc1
-6.4%[76.3 µM] | O=[N+]([O-])c1cc2c(cc1CN1CCN(c3ccccc3)CC1)OCO2
0.3% | O=C(Nc1ccc(Cl)cc1)Nc1ccc(Br)cn1
2.2% | Cc1cccc(NC(=O)Nc2c(C)[nH]c(=O)[nH]c2=O)c1C
-10.7%[76.3 µM] | O=C(Nc1cccc(F)c1)Nc1ccc2c(c1)OCO2
-15.1% | COc1ccc2oc(=O)cc(CN3CCN(Cc4ccc(OC)c(OC)c4OC)CC3)c2c1
-1.9%[76.3 µM] | O=C(Nc1ccccc1)c1cccc(N2C(=O)C3C4C=CC(C4)C3C2=O)c1 (stereo not drawn)
0.9% | O=C1NCCCCC1NS(=O)(=O)c1cccc(C(F)(F)F)c1 (stereo not drawn)
4.9% | COc1ccccc1C1CCN(Cc2ccccc2Cl)CC1
8.5%[76.3 µM] | COC(=O)c1ccc2[nH]c(C(C)(C)O)c(C)c2c1
-5.2%[76.3 µM] | CCn1cc(C(=O)N2CCN(c3cccc(C)c3C)CC2)c2cc(OC)c(OC)cc2c1=O
11.9%[76.3 µM] | Cn1c(=O)n(C)c2cc(CNCc3ccccc3)ccc21
-4.2%[76.3 µM] | COC(=O)c1c(NC(=O)c2cc(=O)c3cc(C)cc(C)c3o2)sc2c1CCC2
2.5%[76.3 µM] | CCCc1ccc(OCCNC(=O)c2ccccc2Br)cc1
-1.7%[76.3 µM] | CC(=O)N1c2ccc(S(=O)(=O)N(C)Cc3ccco3)cc2CC1C (stereo not drawn)
12.2%[76.3 µM] | CCCOc1ccc(-c2nonc2NC(=O)c2ccco2)cc1OCCC
2.1%[76.3 µM] | C=CCOc1cccc(C2/C(=C(\O)c3ccc4c(c3)OCCO4)C(=O)C(=O)N2Cc2cccnc2)c1 (stereo not drawn)

5 records drawn at random from those above, as already listed:
GAA glycogen mod | Molecule
-6.4%[76.3 µM] | O=[N+]([O-])c1cc2c(cc1CN1CCN(c3ccccc3)CC1)OCO2
-7.4%[76.3 µM] | COc1cc(NC(=O)Cn2ccc3ccccc3c2=O)cc(OC)c1OC
2.2% | Cc1cccc(NC(=O)Nc2c(C)[nH]c(=O)[nH]c2=O)c1C
2.5%[76.3 µM] | CCCc1ccc(OCCNC(=O)c2ccccc2Br)cc1
-15.1% | COc1ccc2oc(=O)cc(CN3CCN(Cc4ccc(OC)c(OC)c4OC)CC3)c2c1

Screening results as filed in PubChem BioAssay.
